p97 inhibitor: blocks human p97 ATPase activity | P55072 | recombinant p97 ATPase, Kinase-Glo ATP luminescence, 3 h | inhibition, % at 8 µM | actives 0.42% (n = 220,000); in the data active = inhibition above about 15%;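 also: 0% = DMSO vehicle and 100% = wells lacking enzyme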
Target sequence (P55072 whole entry, looked up): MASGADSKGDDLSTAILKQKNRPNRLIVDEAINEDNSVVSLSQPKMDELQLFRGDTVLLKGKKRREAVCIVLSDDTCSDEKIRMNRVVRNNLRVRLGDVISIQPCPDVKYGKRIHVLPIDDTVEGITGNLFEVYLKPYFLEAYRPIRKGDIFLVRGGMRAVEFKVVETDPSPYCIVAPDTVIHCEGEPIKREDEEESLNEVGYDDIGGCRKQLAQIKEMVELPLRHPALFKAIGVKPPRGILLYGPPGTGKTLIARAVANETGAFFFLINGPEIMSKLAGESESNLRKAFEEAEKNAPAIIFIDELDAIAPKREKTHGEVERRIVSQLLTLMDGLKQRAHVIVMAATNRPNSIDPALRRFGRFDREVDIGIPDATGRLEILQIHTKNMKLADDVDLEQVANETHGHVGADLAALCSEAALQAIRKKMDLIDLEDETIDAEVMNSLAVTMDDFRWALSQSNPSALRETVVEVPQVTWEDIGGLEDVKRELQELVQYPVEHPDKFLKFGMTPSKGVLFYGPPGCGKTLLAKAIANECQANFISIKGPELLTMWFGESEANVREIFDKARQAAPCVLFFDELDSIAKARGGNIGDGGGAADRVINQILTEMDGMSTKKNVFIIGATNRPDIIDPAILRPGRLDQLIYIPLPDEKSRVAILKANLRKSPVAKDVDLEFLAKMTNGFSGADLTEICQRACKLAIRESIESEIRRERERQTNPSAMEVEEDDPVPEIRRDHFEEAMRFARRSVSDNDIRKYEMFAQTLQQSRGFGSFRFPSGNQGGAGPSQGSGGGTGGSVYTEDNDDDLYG
NPY-Y2 PAM-ag: potentiators or agonists of human neuropeptide Y receptor Y2 | P49146 | cells expressing NPY-Y2, potentiator/agonist read-out | activation, % at 3.6 µM | actives 0.45% (n = 220,000) | AID 1359; in the data active = activation above about 27%;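 also: cells stimulated with NPY near EC25 plus isoproterenol at EC100; 0% = vehicle plus submaximal agonist and 100% = vehicle plus saturating agonist; some results beyond the cut were filed as inactive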
RBBP9 inh: inhibitors of human serine hydrolase RBBP9; inhibition, % at 7.94 µM; O75884; recombinant RBBP9, FP-Rh probe fluorescence polarization; actives 0.2% (n = 220,000);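 active = inhibition above the campaign mean of all tested compounds plus 3 SD, cut at about 14% in these data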;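 also: plate controls were DMSO wells with RBBP9 for no effect and wells lacking RBBP9 protein for full effect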
Target sequence (O75884 whole entry, looked up): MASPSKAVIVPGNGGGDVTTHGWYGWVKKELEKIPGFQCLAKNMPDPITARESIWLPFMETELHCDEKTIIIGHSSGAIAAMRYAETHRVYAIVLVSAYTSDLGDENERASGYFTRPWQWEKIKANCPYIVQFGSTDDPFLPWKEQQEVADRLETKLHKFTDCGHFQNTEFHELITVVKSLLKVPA
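system = RBBP9 protein | input = RBBP9 at 2.5 µM in dispensed solution, before mixing | measured by = fluorescence polarization (mP), excitation 525 nm, emission 598 nm | incubation = enzyme-compound preincubation 30 min, then probe labeling 45 min, 25 °C | buffer or medium = Tris-NaCl-Pluronic buffer, pH 8.0 | compound = single dose 7.94 µM | also added = FP-Rh probe, 375 nM dispensing solution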
NPY-Y1 PAM-ag: potentiators or agonists of human neuropeptide Y receptor Y1; P25929; NPY-Y1 expressing cells, potentiator/agonist activation; activation, % at 3.6 µM; actives 0.37% (n = 220,000); in the data active = activation above about 33%, passing the limit was not always enough;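 also: cells stimulated with NPY at EC10 then isoproterenol at EC100; 0% = low agonist plus stimulus and 100% = saturating agonist plus stimulus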
Hck Nef HTS: inhibitors of human Hck kinase activated by Nef; P08631; Recombinant Hck-YEEI plus Nef, Z-Lyte FRET kinase assay; inhibition, % at 20 µM; actives 0.68% (n = 220,000);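 active = Hck-Nef kinase inhibition above about 50%, limit read from the data; inactive = inhibition below that limit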;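 also: 0% = DMSO with Hck plus Nef and 100% = Hck alone without Nef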
MDM2 E3 inh: blocks human Mdm2 ubiquitin ligase activity. AID 1230. Q00987. actives 0.11% (n = 210,000). signal enhancement, % at 5 µM. cell-based MDM2 ubiquitination luciferase reporter, 2 h; 0 = plate control, 100 = twice control, blank-subtracted;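 active = signal enhancement of 30% or more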;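 also: luminescence tracks abundance of the self-degrading MDM2-luciferase fusion protein; higher signal means inhibition of MDM2 E3 ligase activity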
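test system = mammalian cells stably expressing self-ubiquitinating, self-degrading MDM2 E3–luciferase fusion | quantity = 2000 cells/well | incubation = cell settling 4 h, compound treatment 2 h, both 37 °C | signal = luminescence with SteadyLite reagent, 15 min at room temperature | evaluation = % enhancement relative to plate controls after blank subtraction | benchmarks = plate controls and plate blanks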
Runt-CBFb FRET: blocks binding of human RUNX1 Runt domain to CBFb. Q01196+Q13951. Cerulean-Runt/Venus-CBFb FRET ratio 530/480, 1 h. inhibition, % at 20 µM. actives 0.46% (n = 220,000);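 active = inhibition over about 50% at 20 µM in the single-dose screen, limit read from the data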;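 also: 0% = DMSO wells and 100% = excess unlabeled CBFb competitor control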
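Schedule: protein complex preformed 1 h, compound exposure 1 h, room temperature, dark; test system: Cerulean-labeled Runt domain protein; amount: 100 nM per protein; buffer or medium: Tris 50 mM pH 7.5, KCl, K2SO4, 0.01% BSA; read-out: loss of energy transfer signal; detection: FRET fluorescence; controls: 5 µM unlabeled CBFb as full-inhibition high control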
NPY-Y1 antag: NPY-Y1 (human) receptor antagonism; P25929; HEK293-CNG Y1 cells, membrane potential fluorescence; NPY at EC95, then isoproterenol; inhibition, % at 3.6 µM; actives 1% (n = 200,000); AID 1040;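 active = inhibition above the campaign mean inhibition of all tested compounds plus 3 SD, cut at about 20% in these data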;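 also: 0% = DMSO wells given NPY plus isoproterenol and 100% = isoproterenol alone without NPY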
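Benchmarks – high control isoproterenol alone, low control NPY with isoproterenol · Material – HEK293 Y1/CNG channel cell line · Times – dye 3 h, compound 60 min room temperature, stimulation 45 min · Probe or stimulus – NPY (25 nM), isoproterenol (1 µM), Ro 20-1724 (25 µM) · Evaluation – % inhibition of NPY effect · Signal – fluorescence, membrane potential probe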
Runt-SMMHC FRET: Runt domain-CBFb-SMMHC interaction inhibition; inhibition, % at 20 µM; Cerulean-Runt/Venus-CBFb-SMMHC FRET ratio 530/480, 1 h; actives 0.74% (n = 220,000); Q01196+Q13951; AID 1434;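 active = mean inhibition across duplicate retests at 20 µM reaching about 50%, limit read from the data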;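 also: 0% = DMSO wells and 100% = wells with excess untagged CBFb-SMMHC; inhibitors lower the FRET ratio by blocking Runt binding to CBFb-SMMHC; some results filed as inactive read as strong as hits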
Starred values were filed as active, the others as inactive; . = not tested or not shown.

SMILES	RBBP9 inh	p97 inhibitor	NPY-Y2 PAM-ag	Runt-CBFb FRET	MDM2 E3 inh	NPY-Y1 PAM-ag	Hck Nef HTS	NPY-Y1 antag	Runt-SMMHC FRET
Cn1nc(C(F)(F)F)c(/C=N/OC(=O)c2ccc(Cl)cc2)c1Cl	0.0	0.9	-4.3	-7.2	-11.9	16.8	1.4	7.7	-5.0
COc1ccccc1N1CCN(CCCOc2ccc(F)cc2)CC1	-2.4	4.1	-5.2	1.1	5.7	-17.7	1.0	8.3	-2.1
O=C(NCc1ccco1)c1ccc(Cn2c(=O)c3ccccc3n(Cc3ccc(Cl)cc3)c2=O)cc1	-7.4	-3.0	-19.9	-1.6	-15.4	-14.1	3.5	2.0	-1.2
CC(C)[C@H](NC(=O)c1ccc(F)cc1)C(=O)NC1=NCCS1	-6.0	3.8	4.8	0.8	-12.7	2.0	19.4	0.5	-1.8
C/C(=N\OC(=O)c1ccc(C)cc1)c1sc(C)nc1C	3.8	-2.3	9.1	0.4	-12.2	10.1	-24.3	-1.8	-1.3
COc1ccc2cc(C(=O)NCc3ccco3)c(=O)oc2c1	-5.5	1.0	-6.0	35.1	-22.9	30.8	3.7	-4.4	76.8*
COc1ccc(OC)c(NC(=O)CCc2c[nH]c3ccccc23)c1	-4.0	4.2	8.3	-0.4	-35.9	3.7	16.0	-3.9	-0.7
Cc1nn(C)c(Nc2ccc(Br)cc2)c1Br	-2.3	1.8	10.9	2.2	-11.2	10.4	20.7	-6.0	-1.2
Cc1n[nH]c(=S)n(/N=C/c2cccc([N+](=O)[O-])c2)c1=O	3.8	1.9	-21.9	2.4	-3.6	2.4	9.2	.	5.0
N/C(=N\N=C\c1cccs1)SC1CC(=O)N(c2ccc(Br)cc2)C1=O (configuration not stated)	-5.3	-4.2	3.5	0.2	-5.2	20.2	19.4	-9.4	-1.1
Cc1cc(C)cc(NC(=O)CSc2nc(N)c(NC(=O)c3cccs3)c(=O)[nH]2)c1	-2.5	6.8	-8.9	1.0	.	-17.7	-2.1	8.3	2.8
Cc1ccc(-c2cnc(NC(=O)c3cccc(Br)c3)s2)c(C)c1	-4.8	4.0	-7.4	0.1	-2.1	-36.5	-0.8	3.0	5.8
CC(C)c1ccc(CN(C(=O)C2COc3ccccc3O2)C2CCS(=O)(=O)C2)cc1 (configuration not stated)	-3.1	3.9	3.7	0.4	17.8	7.3	0.9	1.6	-6.6
CCOC(=O)c1nnn(-c2ccc([N+](=O)[O-])cc2[N+](=O)[O-])c1C	-4.4	6.8	-15.8	1.1	-6.0	4.3	10.6	6.0	-2.7
CCOC(=O)CC1=C(C(=O)OCC)C(c2cccs2)C(C#N)=C(N)O1 (configuration not stated)	-1.7	-2.5	-4.2	2.1	9.9	-2.1	0.8	-4.0	-0.4
Cc1onc(-c2ccccc2)c1C(=O)Nc1ccon1	-2.6	-2.4	-5.6	2.0	-26.5	-20.7	-1.9	2.9	-1.5
CC(/C=C/c1ccccc1F)=N\NC(=O)C(C)C	-7.1	2.5	3.5	-2.2	-6.9	-8.5	-13.9	1.9	-1.0
Cn1nc(-c2ccccc2)c(COC(=O)c2cccc(Cl)c2)c1S(=O)(=O)c1ccccc1	1.1	0.8	7.4	2.6	-7.7	2.5	-1.4	-0.6	-3.2
O=C(CN1CCN(Cc2ccccc2)CC1)Nc1ccc(-n2cnnn2)cc1	-8.2	4.6	-3.3	-1.2	-5.6	-4.3	19.5	0.8	-3.3
O=C(CNCC1(N2CCOCC2)CCCCC1)Nc1ccc(Cl)cc1	5.7	0.4	9.6	-0.5	-15.8	0.8	17.9	1.9	-0.4
O=C(c1ccco1)N1CCn2cccc2C1c1ccccc1 (configuration not stated)	-9.1	4.4	2.1	0.7	-9.1	5.5	22.4	1.4	-4.7
O=Cc1c(N2CCN(c3cccc(Cl)c3)CC2)nc2ccccn2c1=O	-3.8	-1.4	-13.8	7.5	-5.7	-13.6	0.3	-0.4	28.7
CCN(CC(=O)Nc1ccc2c(c1)OC(F)(F)O2)Cc1nc2ccccc2c(=O)[nH]1	1.0	3.4	1.7	-0.6	-2.7	-0.5	2.9	3.1	-2.5
COc1ccc(NC(=O)Cn2c(=O)n(-c3ccccc3)c(=O)c3sccc32)c(OC)c1	-7.6	4.8	10.0	1.6	6.6	14.5	27.1	0.0	-2.5
COc1ccccc1N(CC(=O)NCc1ccccc1)C(=O)CCC(=O)Nc1cc(C)ccn1	-9.0	-3.6	-11.5	-4.4	9.1	7.6	-0.2	1.4	0.9
Cc1cc(/C=C2/NC(=O)NC2=O)c(C)n1C	-1.3	-3.5	-8.4	-3.1	-1.3	-24.7	29.6	2.3	-4.9
N#CCN1CCC(c2cc(-c3ccco3)n[nH]2)CC1	-4.9	4.7	9.7	7.4	-7.7	6.0	12.5	-3.0	4.7
Cn1c(=O)c2[nH]c(NCCCN3CCOCC3)nc2n(C)c1=O	3.7	-0.4	14.6	-0.5	-13.5	-6.4	1.0	-4.4	-2.7
CCCC(=O)N1CC2(CCC)CN(C(=O)CCC)CC(CCC)(C1)C2=O	-5.6	0.1	0.9	-0.6	-14.4	-17.7	0.6	4.0	7.7
CCOc1cccc2cc(C(=O)N3CCc4ccccc4C3)c(=O)oc12	-2.5	2.0	-4.7	-0.9	-4.2	-11.9	6.3	-0.7	0.4
CCS(=O)(=O)c1ccc(O)c(NC(=O)/C=C/c2ccc(Cl)cc2)c1	-0.7	5.7	3.0	4.2	.	8.0	19.1	.	-8.9
Cc1noc(-c2ccccc2OC(=O)c2ccccc2)n1	-1.1	-0.4	-2.4	-2.0	-11.6	6.3	2.8	0.0	2.6
O=C(CSc1nnnn1-c1ccc2c(c1)OCCO2)c1cccc2c1OCCO2	-6.1	6.8	7.2	-1.2	4.0	-26.3	0.4	0.8	1.3
CCC(=O)c1cn(CC(=O)O)c2ccccc12	-3.7	2.2	-8.2	1.1	4.1	-14.3	21.1	7.5	-4.4
O=S(=O)(Nc1ccc(O)c(Sc2nc3ccccc3s2)c1)c1ccc(Cl)cc1	-7.8	5.2	21.1	5.5	-10.9	45.5	0.5	-11.5	3.5
O=C(N(Cc1ccccc1)c1ccccn1)C12CC3CC(CC(C3)C1)C2	-4.5	-1.3	1.0	1.5	-9.0	-15.4	3.7	6.9	-1.7
CCc1ccc(NC(=O)CSc2nc3[nH]ncc3c(=O)[nH]2)cc1	-6.0	3.7	-6.0	0.8	13.4	-13.3	-14.1	6.1	0.8
CCn1cc(C(=O)N2CC(C)CC(C)C2)c(=O)c2cc(S(=O)(=O)N(C)C)ccc21 (configuration not stated)	-3.1	5.3	-0.4	0.8	2.2	4.4	8.9	-0.8	-1.7
O=C(Nn1c(-c2ccncc2)nc2ccccc2c1=O)c1ccc(Br)cc1	-4.2	4.1	-29.9	0.2	5.4	-2.3	22.8	7.0	-1.1
CC1CCN(c2nc3c(c(=O)[nH]c(=O)n3C)n2CCSc2nc3ccccc3o2)CC1	1.6	8.5	7.0	-1.3	0.1	0.5	19.0	-6.3	3.2
CC(c1cccs1)N(Cc1ccco1)C(=S)Nc1ccc(F)c(Cl)c1 (configuration not stated)	5.3	-1.0	-1.6	0.2	-8.8	-7.3	-34.8	7.5	2.9
Cc1cc(C(=O)N/N=C2\CC(=O)CC(C)(C)C2)c(C)n1-c1ccc(F)cc1	-11.9	-0.9	-0.2	-22.1	5.2	-1.5	6.7	1.3	-38.7
CS(=O)(=O)N(CC(=O)Nc1ccccc1Sc1ccccc1)c1cccc(Br)c1	-8.1	-5.0	11.2	-0.6	-17.7	5.8	-0.1	-2.4	0.6
CCOP(=O)(c1ccc(N(C)C)cc1)C(O)c1cccnc1 (configuration not stated)	-12.9	-2.2	-16.1	2.5	-10.2	0.1	2.0	.	1.2
O=C(c1ccc(S(=O)(=O)N2CCCCC2)cc1)N1CCN(Cc2ccc3c(c2)OCO3)CC1	-1.9	-8.5	-3.7	-1.5	-15.5	-20.8	-0.9	-2.2	2.5
O=C(COc1ccc(Cl)cc1Cl)NNC(=S)NC(=O)c1ccco1	-7.9	2.9	-20.7	13.9	-1.6	-37.5	11.6	.	4.2
COc1ccc(OCC(=O)Nc2ccc(N3CCCCC3)cc2)cc1	1.0	-0.5	-0.5	-0.9	-3.4	6.2	13.2	-1.1	0.1
Cc1ccc(-c2oc3ccccc3c(=O)c2O)cc1	-4.6	-4.2	5.3	16.5	-1.8	-24.5	-6.4	0.6	1.2
Cc1ccccc1Cn1nnc(-c2ccc3c(c2)OCO3)n1	-5.5	-4.0	-9.7	0.5	-3.8	-20.0	-3.4	12.2	-3.9
CN(Cc1cnccn1)C(=O)CC1C(=O)NCCN1Cc1c(F)cccc1Cl (configuration not stated)	-0.1	3.0	1.8	0.4	-18.4	5.8	16.0	.	1.0
COc1ccc(C(=O)Nc2ccc(C(F)(F)F)n(C)c2=O)cc1	-3.0	-0.5	-6.4	-0.2	-6.3	-2.8	0.1	5.6	-132.0
O=C(N/N=C1\C2CN3CCN(C2)CC1(c1ccccc1)C3)c1ccc(F)cc1	-4.0	4.2	5.2	-0.8	-3.2	1.5	2.7	-2.5	-1.5
NC(=O)CSc1ccc(F)cc1	-8.9	4.1	-8.1	-1.0	-9.7	-16.2	-10.5	0.9	0.7
O=C(CSc1nnnn1-c1ccc2c(c1)CCC2)NCc1cccs1	-4.0	-1.3	-15.0	0.9	-1.2	-12.3	1.9	-0.9	-1.8
CC(=O)NCCOc1ccc2oc3ccccc3c2c1	-10.0	1.5	2.2	0.7	-6.0	-2.4	0.7	-1.8	0.9
CCOc1ccc(NC(=O)Nc2ccc3c(c2)nc(C)n3C)cc1	-7.0	-6.6	0.7	-1.2	.	20.8	29.7	.	-1.9
